# TPT1 inh – inhibitors of Candida albicans tRNA 2'-phosphotransferase TPT1. inhibition, % at 5 µM. hit rate 0.81% among 300,000. recombinant caTPT1, FP RNA substrate dephosphorylation. AID 1962;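 active = inhibition above the mean of all tested compounds plus 3 SD, set per screening campaign, cut at about 24% in these data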;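 also: plate controls were DMSO alone for no effect and ferristatin control at 100 nM for full effect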
# Fh CTSL1 inh – counter-screen for PFM18AAP inhibitors: inhibitors of F. hepatica cathepsin L1. AID 1906. inhibition, % at 5.96 µM. hit rate 0.49% among 300,000. recombinant F. hepatica cathepsin L1, Z-Leu-Arg-MCA fluorescence;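 active = inhibition above the mean of all tested compounds plus 3 SD, set per screening campaign, cut at about 17% in these data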;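 also: 0% = plate median of test compound wells and 100% = 1 µM Z-Phe-Ala-diazomethylketone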
# LYPLA2 counter – counter-screen for PME1 inhibitors: inhibitors of human LYPLA2 | O95372 | recombinant LYPLA2, FP-Rh probe fluorescence polarization | inhibition, % at 5.9 µM | hit rate 0.38% among 320,000;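 active = inhibition above the screen-wide mean plus 3 SD, limit set per campaign, cut at about 26% in these data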;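 also: 0% = LYPLA2 with DMSO and 100% = wells lacking LYPLA2 enzyme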
# Target sequence (O95372 whole entry, looked up): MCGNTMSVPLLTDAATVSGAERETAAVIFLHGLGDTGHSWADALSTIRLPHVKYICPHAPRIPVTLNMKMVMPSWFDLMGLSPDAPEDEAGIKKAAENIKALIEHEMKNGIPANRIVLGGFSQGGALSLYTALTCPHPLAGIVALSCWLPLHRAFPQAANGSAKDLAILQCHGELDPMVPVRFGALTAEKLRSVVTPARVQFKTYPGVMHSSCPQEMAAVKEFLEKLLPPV
# Efflux pump mplx – antifungal efflux pump inhibition, Nile Red retention. S. cerevisiae Candida pump triplex. inhibition, % at 10 µM. hit rate 0.44% among 330,000;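 active = plate passing quality check with inhibition over a set limit, or well fluorescence over plate mean plus 4 SD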;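 also: Nile Red retained in pooled yeast measured as flow cytometry median fluorescence; 0% = buffer negative control and 100% = Enniatin B positive control; higher means more Nile Red kept so more efflux inhibition; some compounds called inactive have numbers as strong as hits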
# HCV core dimer – HCV core protein dimerization inhibition. TR-FRET GST/Flag-core106 dimerization, 1536-well. inhibition, % at 5 µM. hit rate 0.33% among 300,000;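 active = inhibition above the mean of all tested compounds plus 3 SD, set per screening campaign, cut at about 45% in these data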
#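 assay system = GST-tagged and Flag-tagged HCV core protein residues 1-106 | controls = unlabelled core106 and no-GST-core106 wells | incubation = compound-protein-antibody incubation 4 h at 22.5 °C | probe or stimulus = Eu donor and XL665 acceptor anti-tag antibodies | read-out = % inhibition based on acceptor/donor emission ratio | signal = TR-FRET 671 and 617 nm emission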
# PP1 counter – PP1-alpha (human) inhibition in PP5 counter-screen. P62136. purified PP1alpha, OMFP fluorescence. inhibition, % at 6.7 µM. hit rate 0.9% among 320,000;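 active = inhibition above the mean inhibition of all tested compounds plus 3 SD, computed separately for each screening campaign, cut at about 15% in these data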
# Target sequence (P62136 whole entry, looked up): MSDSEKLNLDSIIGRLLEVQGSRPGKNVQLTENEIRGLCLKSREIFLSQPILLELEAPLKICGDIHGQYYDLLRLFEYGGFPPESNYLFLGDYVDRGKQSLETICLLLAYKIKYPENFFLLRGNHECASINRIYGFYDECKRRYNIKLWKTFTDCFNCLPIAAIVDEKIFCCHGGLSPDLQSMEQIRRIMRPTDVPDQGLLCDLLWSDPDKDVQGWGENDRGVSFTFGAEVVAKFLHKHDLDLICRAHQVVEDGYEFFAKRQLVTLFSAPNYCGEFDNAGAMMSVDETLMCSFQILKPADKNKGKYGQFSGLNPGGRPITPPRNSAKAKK
# GASC-1 inh – inhibitors of human GASC-1 (JMJD2C) demethylase; Q9H3R0; hit rate 0.069% among 330,000; inhibition, % at 2.35 µM; GST-JMJD2C(1-420) H3K9me3 demethylation, DELFIA europium; AID 2099;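 active = more than half of a compound's replicate wells show inhibition beyond 50%, single wells judged on their own value; inconclusive = some, but no more than half, of replicates pass 50% inhibition; inactive = no replicate passes 50% inhibition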;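 also: signal counts dimethyl H3K9 product captured on neutravidin plate; 0% = median of DMSO wells and 100% = 0.3 times that DMSO median; strong numbers were not always called active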
# PP5 inh – inhibitors of human protein phosphatase 5 (PP5); purified PP5c, OMFP substrate fluorescence; hit rate 0.18% among 320,000; inhibition, % at 6.7 µM; AID 1987;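 active = inhibition above the campaign's mean inhibition across all tested compounds plus 3 SD, cut at about 9.5% in these data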;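 also: 0% = DMSO only and 100% = 100 µM cantharidin control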
# Target sequence (P53041 whole entry, looked up): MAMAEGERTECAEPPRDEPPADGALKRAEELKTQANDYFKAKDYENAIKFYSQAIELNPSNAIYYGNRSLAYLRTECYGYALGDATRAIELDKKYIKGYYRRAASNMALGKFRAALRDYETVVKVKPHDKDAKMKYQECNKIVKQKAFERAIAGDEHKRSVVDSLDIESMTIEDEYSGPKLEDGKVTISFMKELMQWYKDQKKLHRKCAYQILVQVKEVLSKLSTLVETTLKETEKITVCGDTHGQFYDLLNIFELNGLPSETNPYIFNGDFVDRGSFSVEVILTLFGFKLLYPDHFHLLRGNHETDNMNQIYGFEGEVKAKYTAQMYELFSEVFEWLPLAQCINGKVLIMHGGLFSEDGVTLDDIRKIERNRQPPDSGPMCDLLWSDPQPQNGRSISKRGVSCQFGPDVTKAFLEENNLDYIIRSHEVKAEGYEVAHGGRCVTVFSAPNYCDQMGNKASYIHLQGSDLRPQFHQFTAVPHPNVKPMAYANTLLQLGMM
# PREPL inhibitor – inhibitors of human prolyl oligopeptidase-like enzyme PREPL. hit rate 0.68% among 320,000. Q4J6C6. inhibition, % at 5.96 µM. AID 2751. recombinant PREPL, fluorescence polarization activity-based probe; in the data active = inhibition above about 43%;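 also: 0% = enzyme with DMSO and 100% = wells lacking enzyme; many of its hits are not listed in these tables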
# * hit, by the source's call; ? = inconclusive; . = no result given.
SMILES,TPT1 inh,Fh CTSL1 inh,LYPLA2 counter,Efflux pump mplx,HCV core dimer,PP1 counter,GASC-1 inh,PP5 inh,PREPL inhibitor
Cc1ccc(-n2c(C)cc(C(=O)CSc3nnnn3C)c2C)cc1,4.0,3.8,0.9,-0.1,10.9,1.1,-5.9,0.7,-22.3
COc1ccc2oc(C(=O)OCC(=O)Nc3cc(S(=O)(=O)N4CCOCC4)ccc3C)c(C)c2c1,3.2,2.3,-25.7,0.1,12.1,-1.1,1.9,0.4,4.1
O=C(COC(=O)c1ncc(Cl)c(Cl)c1Cl)NC(=O)NCc1ccccc1,-0.7,-4.5,3.0,0.1,7.8,-0.7,-12.2,0.9,16.2
Cc1cccc(OCCn2cnc(Cl)c2Cl)c1,-0.9,-5.0,14.4,-0.2,3.0,-6.8,-14.2,-3.2,-14.7
COc1cccc(/C=N/NC(=O)C(=O)N2CCCCCC2)c1OC,-3.3,-0.2,6.8,-0.2,-0.5,-1.6,-41.3,-0.2,-2.5
Cc1ccn(CC(=O)N2CCCC(C(=O)c3cccc4ccccc34)C2)n1 (stereo not given),0.3,0.6,0.9,0.0,2.2,-1.4,-3.6,-1.9,13.2
COc1ccc(/C=C/C(=O)NC(=S)NNC(=O)c2cccs2)cc1,-0.1,-1.3,2.2,0.2,8.3,16.5*,-14.6,-1.9,3.3
CC1CCN(S(=O)(=O)c2ccc3c(c2)c(=O)c(C(=O)N2CCOCC2)cn3C)CC1,-3.4,0.4,4.0,-0.1,-14.9,1.1,3.3,-0.5,-1.6
Cc1ccc(Cn2c(C(=O)NCCCN3CCOCC3)cc3sccc32)cc1,0.2,0.8,1.2,-1.1,1.7,-2.7,6.0,1.0,8.3
CS(=O)(=O)N(CC(=O)NCc1ccccc1Cl)C1CCCCC1,0.4,-0.5,-4.1,-0.1,0.4,-0.8,-6.0,-1.2,-1.6
COc1ccccc1-n1nnnc1SCC(=O)NC1CCCCC1,4.9,0.0,2.3,0.0,2.5,-4.0,3.8,2.5,-1.3
Cc1ccc(C(=O)CC(C(=O)O)n2cnc([N+](=O)[O-])n2)cc1 (stereo not given),-6.0,2.2,-4.3,-0.1,-1.6,-2.1,-13.1,0.5,6.6
O=C(Cn1ccccc1=O)c1ccc(Cl)cc1,-1.1,2.6,8.0,0.2,-1.8,-4.0,17.9,0.6,-0.2
COCCCNC(=S)Nc1ccccc1[N+](=O)[O-],-0.1,1.6,-5.8,-0.2,2.5,-1.1,-1.4,-0.1,1.0
O=c1c2c3c(sc2n(CCN2CCCC2)c(=O)n1Cc1ccccc1)CCCCC3,-2.1,-1.0,0.6,-0.1,4.9,-1.8,7.7,1.6,8.3
O=C(O)CC(c1cccc(C(F)(F)F)c1)N1CCS(=O)(=O)CC1 (stereo not given),-3.7,-1.7,-1.0,-0.2,-2.6,-4.8,-9.8,0.1,6.7
CCCCCCCCN1[C@@H](CC(=O)OCC)c2cc(F)ccc2S1(=O)=O,1.1,0.5,-4.7,0.2,-7.3,4.5,-5.9,4.5,2.5
O=c1c2cccc3c2c(nn1CN1CCOCC1)-c1ccccc1-3,-0.3,-2.4,1.5,0.0,4.8,1.6,13.6,-0.3,8.5
O=C(Cn1cnc2ccccc2c1=O)c1cccs1,1.1,-3.6,8.4,0.2,-2.1,1.6,11.4,0.5,-2.6
Cc1c(Cl)c([N+](=O)[O-])nn1CC(=O)N1CCN(C23CC4CC(CC(C4)C2)C3)CC1,-1.6,0.4,5.5,-0.2,4.7,-3.5,3.0,-1.1,-1.0
CC(=O)N(C)c1ccc(N=NC2C(=O)N(C(N)=S)N=C2C)cc1 (stereo not given),-2.4,5.5,5.3,-0.1,-7.2,-0.1,20.4,0.6,-9.8
Cc1ccc(SC(C)C(=O)NC(N)=O)c(C)c1 (stereo not given),-0.7,5.4,-2.0,-0.1,-7.3,-0.1,-6.2,-2.4,9.4
COc1ccccc1-n1cnc2cc(NS(=O)(=O)c3ccc(Br)cc3)ccc21,-4.8,1.4,2.3,-0.2,1.4,0.7,0.0,5.5,-21.1
Cc1cccc(C)c1NC(=O)C1CCCN1C(=O)NCc1ccccc1 (stereo not given),-0.5,1.5,6.9,-0.1,3.1,-5.1,-12.9,-0.9,-2.7
CCOC(=O)N1CCN(C2CC(=O)N(c3ccc(Cl)c(Cl)c3)C2=O)CC1 (stereo not given),3.0,-3.0,4.9,0.0,14.7,-4.8,6.5,3.4,5.8

# Reprinted at random: 4 compounds from above.
SMILES,TPT1 inh,Fh CTSL1 inh,LYPLA2 counter,Efflux pump mplx,HCV core dimer,PP1 counter,GASC-1 inh,PP5 inh,PREPL inhibitor
COc1ccccc1-n1cnc2cc(NS(=O)(=O)c3ccc(Br)cc3)ccc21,-4.8,1.4,2.3,-0.2,1.4,0.7,0.0,5.5,-21.1
COc1ccc(/C=C/C(=O)NC(=S)NNC(=O)c2cccs2)cc1,-0.1,-1.3,2.2,0.2,8.3,16.5*,-14.6,-1.9,3.3
O=C(O)CC(c1cccc(C(F)(F)F)c1)N1CCS(=O)(=O)CC1 (stereo not given),-3.7,-1.7,-1.0,-0.2,-2.6,-4.8,-9.8,0.1,6.7
Cc1cccc(C)c1NC(=O)C1CCCN1C(=O)NCc1ccccc1 (stereo not given),-0.5,1.5,6.9,-0.1,3.1,-5.1,-12.9,-0.9,-2.7

# Further results.
SMILES,TPT1 inh,Fh CTSL1 inh,LYPLA2 counter,Efflux pump mplx,HCV core dimer,PP1 counter,GASC-1 inh,PP5 inh,PREPL inhibitor
CC(=O)c1ccc(C(=O)N2CCc3c([nH]c4ccccc34)C2c2ccccn2)s1 (stereo not given),-3.9,-1.8,2.6,0.0,0.3,-5.3,3.5,0.5,-1.6
COc1ccc(OCCOC(=O)CCS(=O)(=O)c2ccc(C)cc2)cc1,-0.9,-8.7,-1.5,0.2,-2.1,-4.0,-2.4,1.3,-21.7
CN(C)CCN(Cc1ccccc1)S(=O)(=O)c1ccc2c(c1)n(C)c(=O)c(=O)n2C,2.0,-1.0,6.5,0.1,3.1,-3.5,-4.9,-2.3,11.3
CCN1CCN(CCCNC(=O)c2cc3c(=O)oc4ccc(C)cc4c3s2)CC1,-1.7,0.8,1.6,-0.1,3.0,-2.8,11.7,1.7,5.3
COc1ccc(C(=O)NC(=S)N2CCCCC2c2cccnc2)cc1OC (stereo not given),-1.5,-1.1,-4.2,-0.1,2.6,-2.1,?,0.2,-0.1
O=C(O)c1ccc(N2N=C(c3ccccc3)CC2c2ccccc2)cc1 (stereo not given),0.3,13.2,-4.1,0.1,12.7,3.7,0.5,0.3,1.6
O=C(CSc1nnc(NC(=O)c2ccccc2)s1)NCc1ccco1,5.0,3.7,-1.5,-0.1,7.3,-2.8,-5.0,0.2,0.5
N#CC(c1ccccc1)C1CCN(Cc2ccccc2)CC1 (stereo not given),13.8,2.8,-3.2,0.0,-1.4,2.1,-3.7,0.9,3.6
COc1ccc(C(=O)Nc2cccc(/C=C/c3nc4ccccc4c(=O)[nH]3)c2)cc1,4.9,0.8,-41.2,0.1,10.7,5.0,-11.0,0.7,-4.7
CN1C(=S)SC(C)(C)C1(C)NO (stereo not given),-4.2,-1.5,2.7,-0.1,-5.5,-2.2,13.4,-1.3,-3.1
COc1ccc2c(c1[N+](=O)[O-])CCC/C2=N/OC(=O)c1cccc2ccccc12,4.8,-1.2,4.2,0.2,6.4,-3.8,-18.4,2.7,-0.4
COc1ccc(NC(=O)COC(=O)CCCOc2ccc(Cl)cc2Cl)cc1,-1.4,0.3,6.0,0.4,3.5,4.5,12.4,4.5,7.8
Cc1nn(C(C)C(=O)N2CCCC2)c(=O)c2nn(-c3ccccc3)c(C)c12 (stereo not given),0.0,2.4,-1.2,-0.3,-2.7,-1.7,0.4,-3.1,15.8
COCCNC(=O)C(NC(=O)C1CCCCC1)C(C)C (stereo not given),0.1,-5.0,-0.6,-0.1,1.2,-2.8,2.0,-2.2,-0.3
CC(C)(C)CC(C)(C)NC(=O)CSCC(=O)Nc1ccc2ccccc2c1,1.8,2.9,-12.3,-0.1,-6.2,1.1,2.6,5.9,29.3
CCS(=O)(=O)N1CCN(C(=O)c2cccnc2)CC1,-2.6,0.7,3.8,0.0,-1.6,-1.5,-18.1,0.6,1.9
COc1ccc(CC(=O)N/N=C(/C)c2ccco2)cc1,1.5,2.3,-6.1,0.0,-17.7,-2.2,0.4,-2.0,8.1
CC(C)NC(=O)C(=O)NCCc1ccc(Cl)cc1,-6.8,-1.5,2.3,0.3,5.5,1.3,-1.3,1.5,1.9
Cc1cc(C)c2c(CC(=O)N3CCCC3)coc2c1,1.8,0.4,-2.1,0.0,10.8,-2.7,-4.7,-2.0,-12.1
CCN1C(=O)/C(=C\C(=O)c2cccs2)c2cc(Br)ccc21,-6.2,-6.4,-7.5,-0.1,15.1,1.9,9.8,2.3,-5.3
CCCCOc1ccc(CNC(=O)NS(=O)(=O)c2ccc(OCC(C)C)cc2)cc1,-2.3,3.8,6.2,-0.1,9.2,6.5,-1.0,0.4,0.5
CC(C)(C)n1nc2c(c1NC(=O)Cc1cccc3ccccc13)CS(=O)(=O)C2,-0.1,-0.4,5.5,-0.1,0.9,-2.5,-4.3,2.9,26.8
CCOc1ccc2ncc(S(=O)(=O)c3ccccc3)c(N3CCC4(CC3)OCCO4)c2c1,-1.4,-1.5,-3.5,-0.1,1.5,2.1,-1.4,0.7,-14.2
CCOC(=O)C1=NN(c2ccc(Cl)cc2)C(c2ccccc2)CC1=O (stereo not given),-3.1,1.9,-1.9,0.1,17.1,2.4,9.2,-0.9,-8.8
Cn1cccc1Cc1nnc(SCC(=O)NCCc2ccccc2)n1C,-4.3,1.0,3.7,0.0,-11.3,-1.7,-5.5,0.4,8.2

# Looked up above:
# GASC-1 inh, Cn1cccc1Cc1nnc(SCC(=O)NCCc2ccccc2)n1C is entered as -5.5
# Efflux pump mplx, Cc1nn(C(C)C(=O)N2CCCC2)c(=O)c2nn(-c3ccccc3)c(C)c12 (stereo not given) is entered as -0.3

# (more compounds)
SMILES,TPT1 inh,Fh CTSL1 inh,LYPLA2 counter,Efflux pump mplx,HCV core dimer,PP1 counter,GASC-1 inh,PP5 inh,PREPL inhibitor
Cc1ccc(Nc2nc(-c3sc(NC(=O)c4ccccc4)nc3C)cs2)cc1,3.8,-1.7,-2.6,.,-6.9,0.7,0.1,0.3,11.9
COc1ccc(F)cc1S(=O)(=O)NCC1CCCO1 (stereo not given),-0.2,4.1,17.3,-0.1,8.5,-1.3,-2.1,1.5,5.9
CCOc1ccc(N2C(=O)Nc3ccccc3C2(O)C(=O)NCc2ccccc2)cc1 (stereo not given),1.1,-2.1,1.8,0.0,-2.9,-0.8,13.3,0.9,-7.8
COc1cc(/C=N/N=C2/NC(=O)C(CC(=O)O)S2)ccc1OCc1cccc(Cl)c1 (stereo not given),-5.7,1.6,-1.6,0.1,9.2,2.2,8.5,5.5,32.2
Cn1cccc1Cc1nnc(SCC(=O)NCc2ccc(F)cc2)n1-c1ccc(F)cc1,6.1,-0.3,-4.9,0.2,1.6,-1.3,3.6,1.2,-0.1
CCN1CCN(CCCNC(=O)c2ccc(NC(=O)C3=C(C)OCCS3)cc2)CC1,2.4,0.3,-7.5,0.1,9.9,-3.7,-0.3,0.5,-2.5

# Screening results (PubChem BioAssay)

# This is a subset. The share of hits here may be higher or lower than overall.
